# From PubChem BioAssay
# ROMK mod = modulators of human ROMK potassium channel; P48048; Tet-inducible ROMK, thallium flux fluorescence; actives lie on both sides; B-score at 10 µM; actives 2% (n = 130,000); AID 1918;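 active = signal ratio slope over the read window, or its plate-corrected B-score, at least 3 SD from the plate mean, either direction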;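 also: B-score of the F/F0 ratio slope over 7 to 12 s after thallium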
# Target sequence (P48048 whole entry, looked up): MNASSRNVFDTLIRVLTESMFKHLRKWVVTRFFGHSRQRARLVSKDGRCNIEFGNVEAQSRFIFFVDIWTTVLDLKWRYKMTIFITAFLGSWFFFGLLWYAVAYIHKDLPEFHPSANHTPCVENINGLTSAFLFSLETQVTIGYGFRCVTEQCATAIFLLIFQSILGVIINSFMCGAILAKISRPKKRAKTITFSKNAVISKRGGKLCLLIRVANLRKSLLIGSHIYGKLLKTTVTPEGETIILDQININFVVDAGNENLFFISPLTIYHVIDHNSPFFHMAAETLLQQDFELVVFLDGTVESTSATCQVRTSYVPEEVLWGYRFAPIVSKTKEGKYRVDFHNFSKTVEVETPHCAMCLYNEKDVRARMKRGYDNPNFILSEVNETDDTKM
# SRC2 TRFRET art = counter-screen for PPARgamma SRC-2 recruitment agonists: TR-FRET artefact; hits give high values; TR-FRET ratio at 8 µM; actives 0.4% (n = 200,000); AID 1049; in the data active = TR-FRET ratio above about 2000; also: inactives centre near 1500; reference of the scale not given here
# TLR4-MyD88 BLA = blocks binding of human TLR4 to MyD88 | HeLa CL3-4 TLR4/MyD88 BLA complementation, FRET ratio | inhibition, % at 8.4 µM | actives 0.18% (n = 200,000) | AID 861; in the data active = inhibition above about 25%;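 also: 0% = vehicle and 100% = reference inhibitor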
# bIAP inh = intestinal alkaline phosphatase (bovine) inhibition. purified bovine IAP, CDP-star luminescence, 30 min. AID 1019. inhibition, % at 20 µM. 190,000 tested, under 10 active;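 active = over 50% inhibition of intestinal alkaline phosphatase at 20 µM in the single-dose screen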
#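 System: Purified bovine intestinal alkaline phosphatase (IAP) enzyme | Input: IAP diluted 1/65,000,000 in the well | Also added: CDP-star chemiluminescent phosphatase substrate, 30 µM final | Dosing: 20 µM single dose | Times: Enzyme reaction for 30 min at room temperature | Detection: Luminescence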
# Lmaj promast = inhibitors of Leishmania major promastigote growth; AID 1063; Leishmania major promastigotes, resazurin fluorescence viability; inhibition, % at 10 µM; actives 9% (n = 200,000); in the data active = inhibition above about 50%;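 also: promastigotes grown with compound for 44 hours at 28 °C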
# PPARg SRC-1 ag = promotes SRC-1 coactivator recruitment by human PPARgamma; PPARgamma-SRC-1 coactivator recruitment biochemical assay; actives 0.41% (n = 200,000); activation, % at 8 µM; P37231; in the data active = activation above about 19%;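 also: 0% = DMSO and 100% = reference agonist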
# bIAP act = increases bovine intestinal alkaline phosphatase activity; activation factor at 20 µM; purified bovine IAP, CDP-star luminescence, 30 min; hits give high values; fold of DMSO-control signal, blank-subtracted; actives 0.17% (n = 200,000); AID 1016;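 active = activation factor of 2 or more at 20 µM, a signal rise over negative controls twice the positive control's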
# PPARg SRC2 recr = promotes SRC-2 coactivator recruitment by human PPARgamma; AID 1032; activation, % at 8 µM; actives 0.34% (n = 200,000); P37231; PPARgamma LBD-SRC-2 recruitment, biochemical; in the data active = activation above about 22%;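 also: 0% = vehicle and 100% = reference agonist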
# Redox H2O2 prof = compounds producing H2O2 with reducing agent – biochemical, NIH compound library profiling, artefact control for MLSCN library redox annotation, primary screen. AID 878. activation, % at 10 µM. actives 0.03% (n = 200,000). DTT-dependent redox cycling H2O2, phenol red/HRP absorbance; 100% = 100 µM peroxide control, 0% = buffer;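 active = activation of at least 50% relative to the plate's high and low controls in the primary single-dose screen; inactive = activation below 50%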;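 also: compound incubated with DTT at 0.8 mM final as the reducing agent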
# S1P3 antag = antagonists of human S1P3 receptor; CHO S1P3 NFAT-BLA reporter, FRET fluorescence, antagonist mode; inhibition, % at 4.98 µM; actives 0.27% (n = 170,000);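 active = inhibition above the plate cutoff, the mean inhibition of test wells on that plate plus 3 SD, cut at about 28% in these data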;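 also: cells challenged with S1P at its EC80 of 0.8 µM; blue over green emission ratio from cleaved BLA substrate after 4 h stimulation; 0% = S1P-stimulated wells and 100% = unstimulated DMSO-only wells; some compounds past the cut are filed as inactive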
# Target sequence (Q99500 whole entry, looked up): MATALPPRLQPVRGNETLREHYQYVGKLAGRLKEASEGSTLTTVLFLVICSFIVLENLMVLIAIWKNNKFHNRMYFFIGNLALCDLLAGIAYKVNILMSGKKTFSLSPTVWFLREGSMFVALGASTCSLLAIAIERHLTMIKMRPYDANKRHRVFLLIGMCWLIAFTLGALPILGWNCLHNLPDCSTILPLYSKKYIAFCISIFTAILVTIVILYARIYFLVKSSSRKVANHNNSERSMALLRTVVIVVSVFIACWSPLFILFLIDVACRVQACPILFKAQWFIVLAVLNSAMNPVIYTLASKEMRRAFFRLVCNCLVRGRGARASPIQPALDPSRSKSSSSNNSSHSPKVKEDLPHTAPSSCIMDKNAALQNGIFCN
# PPARg SRC3 recr = promotes SRC-3 coactivator recruitment by human PPARgamma; biochemical PPARgamma/SRC-3 coactivator recruitment assay; activation, % at 8 µM; AID 731; actives 0.26% (n = 200,000); in the data active = activation above about 23%;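 also: 0% = DMSO and 100% = reference agonist; some compounds past the cut are filed as inactive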
# The depositor's hits bear a star; nt = no result given. Random draw from the library. Share with any hit: about 11%.
(1) COc1ccc([N+](=O)[O-])cc1NC(=O)c1ccc(CN(c2ccc(C)c(C)c2)S(C)(=O)=O)cc1
(2) COC(=O)c1ccc(C(C(=O)NC2CCCCC2)N(Cc2ccc(F)cc2)C(=O)Cc2cccs2)cc1 (stereo not drawn)
(3) CC(C)CNC(=O)c1cc([N+](=O)[O-])ccc1N1CCCCC1
(4) Cc1cc(S(=O)(=O)N2CCN(c3ccccc3C)CC2)ccc1F
(5) CC(=O)c1cccc(CN2CCCC(CCC(=O)NCc3ccc(F)c(F)c3)C2)c1 (stereo not drawn)

Compound | 1 | 2 | 3 | 4 | 5
ROMK mod | -0.069 | -0.57 | -0.66 | nt | -0.63
SRC2 TRFRET art | 1799 | 1534 | 1640 | 1694 | 1559
TLR4-MyD88 BLA | -22 | 2 | 8 | -11 | -7
bIAP inh | -1 | 42 | 12 | 35 | 3
Lmaj promast | 19 | 56* | 40 | -2 | 98*
PPARg SRC-1 ag | 8 | 0 | 0 | -1 | 5
bIAP act | 1 | 0.6 | 0.9 | 0.7 | 1
PPARg SRC2 recr | 14 | 0 | -1 | 9 | 5
Redox H2O2 prof | 1.0 | 0.1 | 0.4 | -0.9 | -0.1
S1P3 antag | -1 | -3 | 7 | 34 | 5
PPARg SRC3 recr | 3 | 3 | 2 | 6 | -1

# 5 compounds already listed, sorted by the value under S1P3 antag, highest first:
no.	SMILES	ROMK mod	TLR4-MyD88 BLA	bIAP inh	PPARg SRC-1 ag	bIAP act	PPARg SRC2 recr	Redox H2O2 prof	S1P3 antag	PPARg SRC3 recr
4	Cc1cc(S(=O)(=O)N2CCN(c3ccccc3C)CC2)ccc1F	nt	-11	35	-1	0.7	9	-0.9	34	6
3	CC(C)CNC(=O)c1cc([N+](=O)[O-])ccc1N1CCCCC1	-0.66	8	12	0	0.9	-1	0.4	7	2
5	CC(=O)c1cccc(CN2CCCC(CCC(=O)NCc3ccc(F)c(F)c3)C2)c1 (stereo not drawn)	-0.63	-7	3	5	1	5	-0.1	5	-1
1	COc1ccc([N+](=O)[O-])cc1NC(=O)c1ccc(CN(c2ccc(C)c(C)c2)S(C)(=O)=O)cc1	-0.069	-22	-1	8	1	14	1.0	-1	3
2	COC(=O)c1ccc(C(C(=O)NC2CCCCC2)N(Cc2ccc(F)cc2)C(=O)Cc2cccs2)cc1 (stereo not drawn)	-0.57	2	42	0	0.6	0	0.1	-3	3

# Fetched by compound from the list above, 2 records:
(4) Cc1cc(S(=O)(=O)N2CCN(c3ccccc3C)CC2)ccc1F
(2) COC(=O)c1ccc(C(C(=O)NC2CCCCC2)N(Cc2ccc(F)cc2)C(=O)Cc2cccs2)cc1 (stereo not drawn)

Compound | 4 | 2
ROMK mod | nt | -0.57
SRC2 TRFRET art | 1694 | 1534
TLR4-MyD88 BLA | -11 | 2
bIAP inh | 35 | 42
Lmaj promast | -2 | 56*
PPARg SRC-1 ag | -1 | 0
bIAP act | 0.7 | 0.6
PPARg SRC2 recr | 9 | 0
Redox H2O2 prof | -0.9 | 0.1
S1P3 antag | 34 | -3
PPARg SRC3 recr | 6 | 3

# As entered above:
# For TLR4-MyD88 BLA, cpd 4 is entered as -11
# For PPARg SRC3 recr, cpd 5 is entered as -1

# Following part
(6) O=C(O)c1cc(NS(=O)(=O)c2ccc(NC3CCCCC3)c([N+](=O)[O-])c2)cc(C(=O)O)c1
(7) O=C(Oc1ccc(F)cc1C(=O)/C=C/c1cccs1)c1cccc([N+](=O)[O-])c1
(8) CCNC(=S)/N=C(\N)Nc1nc(C)c2cc(C)ccc2n1
(9) Cc1ccc(S(=O)(=O)N2CCOCC2)cc1C(=O)Nc1ccc(-c2cn3ccsc3n2)cc1
(10) CCCN(CCC)CC(O)Cn1c2ccccc2c2ccccc21 (stereo not drawn)

Compound | 6 | 7 | 8 | 9 | 10
ROMK mod | 0.99 | nt | 0.4 | nt | -0.71
SRC2 TRFRET art | 1463 | 1546 | 1453 | 1567 | 1602
TLR4-MyD88 BLA | -4 | 11 | 7 | 1 | 0
bIAP inh | 19 | 23 | 19 | -11 | -4
Lmaj promast | -8 | 32 | 81* | 4 | 26
PPARg SRC-1 ag | 6 | 1 | 8 | 8 | 3
bIAP act | 0.8 | 0.8 | 0.8 | 1.1 | 1
PPARg SRC2 recr | 4 | -2 | -1 | 10 | 3
Redox H2O2 prof | -0.5 | 2.2 | -1.9 | -2.4 | 0.0
S1P3 antag | 1 | nt | 0 | -5 | -12
PPARg SRC3 recr | 4 | 1 | 1 | 5 | 2

(11) CCOC(=O)Cn1c(N2CCOCC2)nc2c1c(=O)[nH]c(=O)n2C
(12) O=C1c2ccccc2-c2ccc(C(=O)N3CCOCC3)cc21
(13) C=CCn1c(SC(C)C(=O)NCc2ccc3c(c2)OCO3)nnc1C1CCCCC1 (stereo not drawn)
(14) Cc1ccc(/C=N/N=C2/NC(=O)C(CC(=O)Nc3ccc(Cl)cc3)S2)o1 (stereo not drawn)
(15) CS(=O)(=O)N(CC(=O)NCCc1ccccc1)C1CCCCC1

Compound | 11 | 12 | 13 | 14 | 15
ROMK mod | nt | nt | nt | nt | 0.57
SRC2 TRFRET art | 1593 | 1628 | 1541 | 1783 | 1306
TLR4-MyD88 BLA | 1 | -5 | -10 | 2 | -5
bIAP inh | 10 | -3 | -10 | 11 | -8
Lmaj promast | -2 | -8 | -4 | -9 | 2
PPARg SRC-1 ag | 6 | 0 | 1 | 0 | 0
bIAP act | 0.9 | 1 | 1.1 | 0.9 | 1.1
PPARg SRC2 recr | 7 | 4 | -1 | 5 | -3
Redox H2O2 prof | -3.1 | 2.9 | -0.6 | 0.1 | 0.2
S1P3 antag | 2 | 0 | 23 | -12 | nt
PPARg SRC3 recr | 2 | -4 | 1 | 6 | -3

# Screen by screen, as entered above.
# Entries 12 to 15 in SRC2 TRFRET art, in turn: 1628, 1541, 1783, 1306
# Entries 12 to 15 in PPARg SRC3 recr, in turn: -4, 1, 6, -3

# Continuation:
(16) CCC(C)(C)n1nnnc1C(c1cccs1)N1CCN(Cc2ccccc2)CC1 (stereo not drawn)
(17) Cc1ccc(-n2cc(C(C)(C)C)[nH]c2=S)cc1
(18) Cc1ccc(S(=O)(=O)NNC(=O)c2ccccc2O)cc1
(19) O=C(N/N=C/c1ccc(-c2ccccc2[N+](=O)[O-])o1)c1cncc(Br)c1
(20) COc1ccc(NC(=O)CSc2nccn2C)c([N+](=O)[O-])c1
(21) CC(=O)N1CCN(c2ccc(NCc3ccccc3)cc2)CC1
(22) CN(C)NC1CC(=O)N(c2ccccc2)C1=O (stereo not drawn)

Compound | 16 | 17 | 18 | 19 | 20 | 21 | 22
ROMK mod | nt | nt | 0.41 | 0.028 | 0.48 | -0.47 | nt
SRC2 TRFRET art | 1443 | 1481 | 1597 | 1435 | 1494 | 1637 | 1495
TLR4-MyD88 BLA | 12 | -4 | -5 | -13 | 12 | -1 | -1
bIAP inh | -3 | 17 | 0 | -268 | 14 | 2 | 6
Lmaj promast | 50* | 2 | -5 | 98* | 0 | -4 | 1
PPARg SRC-1 ag | 4 | 0 | 2 | -1 | 4 | 7 | 2
bIAP act | 1 | 0.8 | 1 | 3.7* | 0.9 | 1 | 0.9
PPARg SRC2 recr | -4 | -6 | 8 | 1 | 2 | 12 | -1
Redox H2O2 prof | 0.2 | 2.8 | -0.6 | 0.2 | -0.2 | 1.4 | 0.2
S1P3 antag | -4 | -43 | -2 | -2 | 0 | -6 | 1
PPARg SRC3 recr | 6 | -1 | -3 | 3 | -4 | 12 | 3
